CCHF vOTU inh – CCHFV vOTU protease inhibition; Pep-AMC fluorescence; inhibition, % at 11.5 µM; 370,000 compounds, 0.55% hits; in the data active means inhibition above about 30%; further: 0% = vehicle wells with enzyme and 100% = no enzyme wells
BoNT F protease – inhibitors of Botulinum neurotoxin F light chain protease; 360,000 compounds, 0.22% hits; Multiplex microsphere protease cleavage assay, flow cytometry; inhibition, % at 10 µM; in the data active means inhibition above about 35%, passing the limit was not always enough; inconclusive means no clear call, values can overlap the other calls; further: plate controls were buffer without enzyme for full effect and enzyme alone for no effect
FadD28 binding – inhibitors of Mycobacterium tuberculosis FadD28 bisubstrate binding; FadD28 bisubstrate probe binding, fluorescence polarization; inhibition, % at 12.5 µM; 360,000 compounds, 0.22% hits; AID 588549; in the data active means inhibition above about 8.5%, passing the limit was not always enough; inconclusive means no clear call, values can overlap the other calls
Anthrax LF inh2 – anthrax lethal factor protease inhibition; multiplex microsphere protease cleavage assay, LF; inhibition, % at 10 µM; AID 588501; 360,000 compounds, 0.12% hits; P15917; further: plate controls were buffer without enzyme for full effect and enzyme alone for no effect
PrPC TRFRET – cell surface PrPC inhibition, primary TR-FRET screen | inhibition, % at 13.8 µM | AID 720596 | 370,000 compounds, 0.43% hits | TR-FRET read-out | P04156; in the data active means inhibition above about 24%; further: 0% = median of the test wells and 100% = reference compound wells
TcdB GH inh – TcdB glycohydrolase inhibition | 350,000 compounds, 0.24% hits | AID 652162 | inhibition, % at 9.99 µM | TcdB glycohydrolase enzymatic assay, plate reader | P18177; in the data active means inhibition above about 10%
Target sequence (P18177 whole entry, looked up): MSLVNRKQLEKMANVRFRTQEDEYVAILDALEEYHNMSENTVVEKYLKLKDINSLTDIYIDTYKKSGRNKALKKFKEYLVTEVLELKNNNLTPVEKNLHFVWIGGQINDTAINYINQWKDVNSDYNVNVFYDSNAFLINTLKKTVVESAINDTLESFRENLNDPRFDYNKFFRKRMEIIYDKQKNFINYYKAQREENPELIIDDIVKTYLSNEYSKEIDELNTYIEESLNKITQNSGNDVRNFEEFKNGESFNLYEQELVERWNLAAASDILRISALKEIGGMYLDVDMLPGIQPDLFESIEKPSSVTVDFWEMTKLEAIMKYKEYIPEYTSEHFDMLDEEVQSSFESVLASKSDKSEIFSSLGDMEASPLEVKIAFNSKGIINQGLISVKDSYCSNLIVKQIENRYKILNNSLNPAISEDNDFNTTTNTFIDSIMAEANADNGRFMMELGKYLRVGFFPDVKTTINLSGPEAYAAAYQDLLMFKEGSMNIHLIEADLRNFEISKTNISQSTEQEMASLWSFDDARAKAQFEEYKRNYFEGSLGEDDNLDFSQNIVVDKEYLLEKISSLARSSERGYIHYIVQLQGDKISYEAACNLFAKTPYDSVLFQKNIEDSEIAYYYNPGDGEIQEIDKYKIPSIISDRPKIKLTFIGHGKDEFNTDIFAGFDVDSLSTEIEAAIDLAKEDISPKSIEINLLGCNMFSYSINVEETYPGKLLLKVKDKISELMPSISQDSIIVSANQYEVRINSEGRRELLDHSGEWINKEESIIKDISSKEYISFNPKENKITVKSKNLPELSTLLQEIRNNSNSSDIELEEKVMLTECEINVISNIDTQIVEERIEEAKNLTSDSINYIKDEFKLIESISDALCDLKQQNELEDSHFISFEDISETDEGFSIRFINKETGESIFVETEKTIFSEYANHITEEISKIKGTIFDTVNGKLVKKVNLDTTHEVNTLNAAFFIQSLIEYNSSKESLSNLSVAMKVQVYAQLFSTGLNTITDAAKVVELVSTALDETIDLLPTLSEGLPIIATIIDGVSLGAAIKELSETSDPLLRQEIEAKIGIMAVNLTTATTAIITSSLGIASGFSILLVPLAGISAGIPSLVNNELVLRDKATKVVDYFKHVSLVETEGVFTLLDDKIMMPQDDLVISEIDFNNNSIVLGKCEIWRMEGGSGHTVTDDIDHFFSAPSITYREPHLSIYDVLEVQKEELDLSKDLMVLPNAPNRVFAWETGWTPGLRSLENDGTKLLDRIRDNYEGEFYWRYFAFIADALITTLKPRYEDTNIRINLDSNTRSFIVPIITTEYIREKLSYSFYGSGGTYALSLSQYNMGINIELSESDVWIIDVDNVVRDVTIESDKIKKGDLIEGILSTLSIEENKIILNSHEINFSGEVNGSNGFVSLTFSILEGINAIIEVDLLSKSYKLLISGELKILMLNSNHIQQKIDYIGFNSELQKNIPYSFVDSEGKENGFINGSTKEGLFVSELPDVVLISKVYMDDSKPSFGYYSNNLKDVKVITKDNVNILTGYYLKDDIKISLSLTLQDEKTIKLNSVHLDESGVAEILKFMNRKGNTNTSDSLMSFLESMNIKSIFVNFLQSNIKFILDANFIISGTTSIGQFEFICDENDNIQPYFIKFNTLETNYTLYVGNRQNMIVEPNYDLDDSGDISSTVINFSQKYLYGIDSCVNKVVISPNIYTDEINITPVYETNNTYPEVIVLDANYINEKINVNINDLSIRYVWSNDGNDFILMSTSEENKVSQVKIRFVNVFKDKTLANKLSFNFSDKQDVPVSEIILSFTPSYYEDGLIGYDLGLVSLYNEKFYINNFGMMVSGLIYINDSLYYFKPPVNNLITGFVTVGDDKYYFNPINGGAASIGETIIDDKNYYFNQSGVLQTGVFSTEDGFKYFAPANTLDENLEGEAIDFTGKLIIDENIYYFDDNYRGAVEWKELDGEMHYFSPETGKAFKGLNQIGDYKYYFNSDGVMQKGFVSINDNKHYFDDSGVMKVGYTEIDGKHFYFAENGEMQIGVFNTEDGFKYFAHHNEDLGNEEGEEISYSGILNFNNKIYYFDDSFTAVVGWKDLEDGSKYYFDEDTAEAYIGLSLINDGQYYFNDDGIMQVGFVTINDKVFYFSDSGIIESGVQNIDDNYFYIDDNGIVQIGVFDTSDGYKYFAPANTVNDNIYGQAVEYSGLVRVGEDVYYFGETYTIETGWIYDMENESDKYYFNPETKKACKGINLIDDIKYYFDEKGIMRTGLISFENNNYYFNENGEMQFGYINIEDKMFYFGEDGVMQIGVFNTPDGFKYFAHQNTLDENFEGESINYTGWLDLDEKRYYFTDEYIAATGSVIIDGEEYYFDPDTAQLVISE
BoNT A protease – BoNT A light chain protease inhibition. multiplex microsphere protease substrate cleavage, flow cytometry. inhibition, % at 10 µM. 360,000 compounds, 0.17% hits; further: plate controls were buffer without enzyme for full effect and enzyme alone for no effect
PfHsp40 rescue – compounds rescuing yeast from Plasmodium falciparum HSP40 toxicity. 340,000 compounds, 0.68% hits. S. cerevisiae expressing PfHsp40, growth rescue, ATP luminescence. growth rescue, % at 12.5 µM; in the data active means growth rescue above about 28%, passing the limit was not always enough; inconclusive means no clear call, values can overlap the other calls;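 further: yeast W303a lacking pdr1 and pdr3 grown in galactose medium; growth measured after three days at 30 °C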
Yp Topo-I inh – blocks Yersinia pestis topoisomerase I activity. Y. pestis Topo-I cleavage product accumulation, plate reader. activity, % at 10 µM. 360,000 compounds, 0.064% hits. AID 504884; in the data active means activity above about 50%, passing the limit was not always enough; inconclusive means no clear call, values can overlap the other calls; further: inactives centre near 2
Numbers without * were called inactive; u = inconclusive; x = no result given; & = joins results of further samples. Unless noted, no stated cut-off is given here; in the data, active means inhibition above about 30%; inconclusive means no clear call, values can overlap the other calls; inactive means below that.

SMILES	CCHF vOTU inh	BoNT F protease	FadD28 binding	Anthrax LF inh2	PrPC TRFRET	TcdB GH inh	BoNT A protease	PfHsp40 rescue	Yp Topo-I inh
Cc1[nH]c2ccccc2c1SCC(=O)N1CCCc2ccccc21	0	-11	-2.2	-2	6	2.0	-1.0	0.2	12
CCOC(=O)C1CCCN(CCC(=O)Nc2cc(C)ccc2C)C1 (stereo not given)	-10	-3	-2.0	-1	3	0.2	0.4	-0.3	-14
COC(=O)c1cc2ccsc2n1CC(=O)N1CCCc2ccccc21	7	8	-2.8	3	10	2.0	1.7	0.1	31
Cc1ccc(C2NC(=O)NC3=C2CCc2ccccc23)cc1 (stereo not given)	-37	-20	-6.4	-8	5	x	-2.2	-0.4	19
COc1ccc(NC(=O)N(Cc2cccnc2)Cc2ccccc2Cl)c(OC)c1	x	-8	-2.0	0	x	x	-0.7	x	16
COc1ccc(CNC(=O)CN2C(=O)COc3ccc(S(=O)(=O)N4CCC(C)CC4)cc32)cc1	14	0	-0.8	-5	4	0.0	-1.2	0.2	19
COc1c(C)cccc1C(=O)NC(=S)Nc1ccc2c(c1)Cc1ccccc1-2	-3	4	-2.5	-7	2	x	1.1	0.3	0
CC(=O)Nc1ccc(NC(=O)CSc2nnc(-c3ccc(NS(C)(=O)=O)cc3)n2C)cc1C	0	0	1.3	1	3	-0.1	0.3	-0.5	5
N#Cc1c(-c2ccccc2)ccn(Cc2ccccc2Cl)c1=O	2	-4	-1.3	3	-12	x	1.0	0.1	2
Cc1ccc(C(=O)Oc2cc(N)n(S(=O)(=O)c3ccc(C)cc3)n2)cc1	5	6	2.4	0	2	-0.3	0.1	-0.3	-5
CCOc1cc(CNc2ccc(OC)cc2)cc(Br)c1OCC(=O)NC(C)(C)C	15	-2	-3.4	-2	19	0.6	0.0	5.8	33
COc1ccc(NS(=O)(=O)c2cc(OC)ccc2NC(=O)c2cc(C)oc2C)cc1	-3	-9	-4.2	0	12	x	-0.7	-0.1	18
CCn1ncc(Br)c1C(=O)Nc1cccc(C(C)=O)c1	-7	-10	2.0	1	2	1.6	-1.8	-1.6	-4
COc1ccc(NS(=O)(=O)c2cccc(C(=O)NCc3ccccc3CN3CCOCC3)c2)cc1	3	-7	-1.6	0	6	0.1	-0.2	-1.0	8
O=C(Nc1ccc(Cl)cc1)Nc1nnc(Cc2ccc([N+](=O)[O-])cc2)s1	5	3	-5.6	-1	-1	1.3	0.6	-0.3	3
O=C(CN1C(=O)/C(=C/c2cccc(Cl)c2)SC1=S)NC1C=CS(=O)(=O)C1 (stereo not given)	0	-1	0.6	-2	-6	0.2	0.0	-1.3	13
CCN1C(=O)[C@H]2[C@H]3CN=C(SCc4ccc(C)cc4)N3[C@@](CC)(C(=O)OC)[C@H]2C1=O	-3	-1	-1.5	-2	-3	-1.6	-0.4	-0.5	22
CCOc1ccc(C(C)=O)cc1N1C(=O)C2C(C1=O)C1C=CC2C12CC2 (stereo not given)	-24	-4	-0.4	-1	-7	0.7	0.0	-0.9	3
CC(=O)c1cccc(NC(=O)c2ccccc2-c2ccccc2C(=O)O)c1	-3	3	-0.2	-6	-7	-1.4	-2.4	-2.8	-5
CC(C)CCN1CCN(Cc2cccc3cccnc23)CC1CCO (stereo not given)	1	2	-1.5	0	7	-0.7	-0.1	0.0	-9
O=C(O)CCCNCc1ccccc1F	23	-3	0.3	-3	-5	x	-0.3	-0.1	-3
COc1ccc(CNC(=S)Nc2ccc(S(N)(=O)=O)cc2)cc1	-2	-6	-1.0	2	1	0.5	-0.1	0.9	-8
CC(=O)N1CCc2cc(S(=O)(=O)NCCC(=O)NC3CCN(Cc4ccccc4)CC3)ccc21	13	-19	0.1	0	-9	x	-2.1	-2.3	1
Cc1ccc(NC(=O)C(C)SCC(=O)Nc2ccc(F)cc2)cc1S(=O)(=O)N1CCOCC1 (stereo not given)	5	-4	0.8	-3	2	0.2	0.7	0.5	1
CC(C)C(c1nnnn1C1CCCC1)N1CCc2ccccc21 (stereo not given)	4	-2	-2.0	-8	11	x	6.5	-0.3	1
CCOC(=O)c1cc(-c2csc(Nc3ccccc3Cl)n2)on1	-2	u	-3.1	3	6	-0.2	0.8	0.6	15
COc1cc(/C=c2/sc3nc(-c4ccccc4)c(-c4ccccc4)n3c2=O)cc(OC)c1OC	-8	5	0.7	2	-3	x	3.0	-1.3	-5
CC1CC(NC(=O)c2c(O)nc3ccccn3c2=O)CC(C)(C)C1 (stereo not given)	-5	4	-0.5	3	6	1.3	0.1	-0.5	-2
COc1ccc(C2OC(=O)CC2C(=O)N2CCN(c3cc(Cl)ccc3C)CC2)cc1OC (stereo not given)	4	-8	-3.1	-6	5	1.9	0.1	-0.2	39
CCc1ccc(-c2cc(C)no2)cc1S(=O)(=O)NCCN1CCC(C)CC1	-7	-5	-1.5	0	0	0.2	0.7	0.6	6
CCCNC(=O)CCn1cc(-c2ccc(OC)cc2)nc1CCN	-11	-2	0.8	-3	3	1.6	-0.8	-0.4	7
O=C(NCC(=O)N(c1cccnc1)C(C(=O)NC1CCCCC1)c1ccccc1F)c1ccco1 (stereo not given)	18	6	-3.8	18	-1	-5.5	2.0	-0.4	5
C=CCSC1=C(C#N)C(c2ccccc2Cl)C(C(=O)c2cccs2)C(O)(C(F)(F)F)N1 (stereo not given)	-2	-6	-1.8	1	-2	1.2	-0.6	1.9	4
COc1ccc(N2CCN(C(CNC(=O)c3cccs3)c3ccco3)CC2)cc1 (stereo not given)	3	-10	-0.1	-4	-8	0.6	-2.1	-0.1	8
O=C(Nc1cccc(NC(=O)c2ccccc2F)c1)c1ccccc1	3	2	1.7	-7	-2	0.9	1.0	0.3	2
Cc1nnc2ccc(Oc3ccc(-c4ccccc4)cc3)nn12	-7	4	-3.6	-5	6	x	-0.2	0.1	20
Cc1ccc(C(=O)NCc2ccc3c(c2)OCO3)c(C)c1	3	1	-0.6	-10	0	0.7	0.7	-0.2	1
CCOC(=O)COc1cc(O)c2c(=O)cc(-c3ccccc3)oc2c1	4	-5	-2.2	-8	4	0.6	-1.3	-1.2	5
CCN(CC)S(=O)(=O)c1ccc(N2CCOCC2)c(NC(=O)c2ccc3c(c2)OCCO3)c1	15	u	-2.6	-9	10	0.2	-20	0.3	14
O=c1cc(O)c2ccccc2n1Cc1ccccc1F	-6	-1	0.2	0	-5	2.5	-0.4	-1.6	7

Complete entries, quoted from the list:
COc1ccc(N2CCN(C(CNC(=O)c3cccs3)c3ccco3)CC2)cc1 (stereo not given) is listed as CCHF vOTU inh: 3; BoNT F protease: -10; FadD28 binding: -0.1; Anthrax LF inh2: -4; PrPC TRFRET: -8; TcdB GH inh: 0.6; BoNT A protease: -2.1; PfHsp40 rescue: -0.1; Yp Topo-I inh: 8
Cc1ccc(C(=O)NCc2ccc3c(c2)OCO3)c(C)c1 is listed as CCHF vOTU inh: 3; BoNT F protease: 1; FadD28 binding: -0.6; Anthrax LF inh2: -10; PrPC TRFRET: 0; TcdB GH inh: 0.7; BoNT A protease: 0.7; PfHsp40 rescue: -0.2; Yp Topo-I inh: 1

(continued)
SMILES	CCHF vOTU inh	BoNT F protease	FadD28 binding	Anthrax LF inh2	PrPC TRFRET	TcdB GH inh	BoNT A protease	PfHsp40 rescue	Yp Topo-I inh
O=C(NCC1CCCO1)c1nn2c(c1Cl)NC(c1ccc(F)cc1)CC2C(F)(F)F (stereo not given)	24	0	1.2	6	-4	x	0.3	0.0	18
CC(C)Cc1nnc(NC(=O)CCC(=O)N2CCN(Cc3ccc(Cl)cc3)CC2)s1	21	-8	0.1	-2	-5	-0.4	-1.6	1.3	46
CCOc1c(N2CCCCC2)c(=O)c1=O	11	u	-0.1	-4	1	x	-0.7	0.2	-3
CN(C(=O)CC(NC(=O)c1ccccc1)(c1ccccc1)c1ccccc1)c1ccccc1	1	-5	-5.2	-2	3	x	0.4	3.9	16
Cc1ccc(NC(=O)c2cccc(S(=O)(=O)N3CCN(c4ccc(F)cc4)CC3)c2)nc1	9	9	0.8	-2	-2	1.6	-1.9	0.4	14
COc1ccccc1Cc1c(-c2ccc(OC)c(OC)c2)nc2ccc(Br)cn12	22	-29	-11	4	3	1.1	15	x	x
O=C(Cn1nc(C(F)F)cc1C(F)F)NNC(=S)Nc1ccc(Cl)cc1	-5	-4	-1.2	-1	-5	0.3	-4.1	1.0	-6
COc1ccc(-c2noc(CCC(=O)NCCc3cccc(C)c3)n2)cc1	-3	1	-1.8	1	-5	-0.5	0.3	3.0	18
CS(=O)(=O)N(CC(N)=O)Cc1ccc(Cl)cc1	6	-12	0.1	-3	2	2.4	-1.3	-2.2	14
CCOc1ccccc1N(C(=O)c1ccco1)C(C(=O)NC1CCCC1)c1cccnc1 (stereo not given)	-1	1	-3.7	2	3	x	-0.2	-1.2	-8
Cc1noc(C)c1S(=O)(=O)Nc1ccc2c(c1)C(=O)N([C@H](C)CO)C[C@H](C)[C@@H](CN(C)C(=O)Nc1ccccc1)O2	7	2	-0.2	-2	-5	2.6&1.4	-0.5	0.3	3
CCSc1nc(N2CCOCC2)c2ccccc2n1	11	-5	-3.6	-1	8	0.5	0.1	0.6	8
COC(=O)C1=C(C(=O)OC)SC(=C2C(=S)C(C)(C)N(C(=O)CC(C)C)c3ccccc32)S1	-10	-22	0.6	-4	4	-0.3	7.0	0.5	1
CC(C)(C)c1cc(CN(CCO)CCO)c(O)c(C(C)(C)C)c1	3	-7	-1.8	-9	4	-1.1	-1.5	0.7	5
CN(C(=S)NC1CCCCC1)C1(c2ccccc2Cl)CCCCC1=O (stereo not given)	2	0	-38	-1	17	x	-0.6	3.4	9
COc1cc(/C=N/NC(=O)CN2CCCCC2)ccc1OCc1ccccc1	7	3	-1.3	2	-2	x	-0.1	-1.7	0
O=C(CN1C(=O)NC2(CCCC2)C1=O)NCC1CCCO1 (stereo not given)	7	1	-1.5	-3	-1	0.1	-0.2	-0.8	2
Cc1nc2ccc(NC(=O)c3ccc([N+](=O)[O-])cc3)cc2s1	-2	3	-2.5	-2	-14	x	-1.2	-0.5	-8
COc1ccc(CN(C)C[C@H]2OCCCC[C@H](C)Oc3ccc(NC(=O)CCC(F)(F)F)cc3C(=O)N([C@@H](C)CO)C[C@@H]2C)cc1	20	2	-2.3	3	-22	0.0&0.2	0.2	x	13
O=C(Nc1nnc([C@@H]2C[C@H](O)[C@@H](CO)O2)s1)c1ccc(Oc2ccccc2)cc1	-5	-12	-4.7	-5	-1	-0.1	-0.3	x	-2

Single values from above.
In Anthrax LF inh2, COc1cc(/C=N/NC(=O)CN2CCCCC2)ccc1OCc1ccccc1 has the entry 2
In CCHF vOTU inh, Cc1nc2ccc(NC(=O)c3ccc([N+](=O)[O-])cc3)cc2s1 has the entry -2

Remaining list, next part:
SMILES	CCHF vOTU inh	BoNT F protease	FadD28 binding	Anthrax LF inh2	PrPC TRFRET	TcdB GH inh	BoNT A protease	PfHsp40 rescue	Yp Topo-I inh
Cc1ccc(CNC(=O)CCSCCC(=O)NCc2ccc(C)cc2)cc1	-8	5	0.7	-22	-3	x	0.0	-1.0	10
CCOC(=O)N1CCC(NC(=O)c2cccn3c(=O)c4cc(Br)ccc4nc23)CC1	5	6	-4.5	0	-13	x	2.6	-0.4	12
CCOC(=O)C(C)Oc1c(Br)cc(C2NC(=O)NC(C)=C2C(C)=O)cc1OCC (stereo not given)	-8	-2	-0.9	-3	0	x	0.2	-1.0	6
CCCCn1c(N)c(N(CCOC)C(=O)c2ccc(-c3ccc(Cl)cc3)o2)c(=O)[nH]c1=O	0	2	-2.7	2	-4	0.3	3.7	1.0	13
COc1ccc(C(=O)N2CCN(c3ccc(C)cc3C)CC2)cc1OC	18	-5	-0.9	1	0	1.1	-0.3	3.1	19
Cc1ccc(S(=O)(=O)Nc2ccccc2-c2nc3ccccc3[nH]c2=O)cc1	2	-15	-5.4	-2	-11	1.8	-0.5	-0.4	-6
CCOC(=O)C1CCN(C(=O)c2sc3nc(-c4ccccc4)cn3c2C)CC1	-11	-3	-0.6	-7	6	x	-1.1	-0.6	-2
Cc1nc2ccccn2c1C(=O)Nc1ccc2c(c1)OCCO2	0	-6	1.2	2	-3	x	2.4	-0.1	-3
COc1ccccc1OCCC(=O)Nc1nc(C)cs1	-4	0	-1.1	-3	13	1.6	0.9	0.1	1
N#Cc1ccsc1NC(=O)CN1CCN(c2ccccn2)CC1	-9	-9	-1.6	-1	-3	x	0.0	-0.3	2

High-throughput results from PubChem.
